Screens (PubChem)
MEX-5 binding = C. elegans MEX-5 TCR-2 RNA binding activity; Q9XUB2; MEX-5/FITC-TCR2 RNA binding, fluorescence polarization; stronger effect = lower value; activity score (negative = inhibition of binding), % at 10 µM; hit rate 0.38% among 300,000;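 active = inhibition past about -25% in most replicates, and total fluorescence under double the plate's negative control median, limit read from the data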;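 note: 0% = DMSO and -100% = 5 µM competing unlabeled TCR2 RNA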
Target sequence (Q9XUB2 whole entry, looked up): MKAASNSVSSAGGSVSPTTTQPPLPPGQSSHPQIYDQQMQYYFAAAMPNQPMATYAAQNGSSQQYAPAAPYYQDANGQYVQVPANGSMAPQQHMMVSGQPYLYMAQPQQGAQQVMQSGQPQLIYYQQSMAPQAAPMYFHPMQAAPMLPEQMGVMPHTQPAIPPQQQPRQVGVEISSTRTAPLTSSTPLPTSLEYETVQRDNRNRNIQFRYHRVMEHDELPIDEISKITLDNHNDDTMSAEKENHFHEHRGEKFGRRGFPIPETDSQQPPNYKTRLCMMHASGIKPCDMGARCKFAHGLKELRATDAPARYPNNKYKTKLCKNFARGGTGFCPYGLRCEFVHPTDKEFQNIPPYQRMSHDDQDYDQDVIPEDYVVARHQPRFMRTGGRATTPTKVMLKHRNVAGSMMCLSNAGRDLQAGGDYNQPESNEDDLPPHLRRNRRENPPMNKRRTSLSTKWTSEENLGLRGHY
GLD-1 RNA inh = GLD-1-TGE RNA interaction inhibition (C. elegans); AID 2280; inhibition, % at 5.96 µM; purified GLD-1 + fluorescein TGE RNA, fluorescence polarization; hit rate 0.44% among 320,000;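 active = percent inhibition above a per-plate cutoff, the plate mean of test compounds plus 3 SD, cut at about 30% in these data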;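 note: 0% = DMSO wells with GLD-1 and probe and 100% = wells lacking GLD-1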
TPT1 inhibitor = blocks Candida albicans tRNA 2'-phosphotransferase; AID 1962; hit rate 0.81% among 300,000; inhibition, % at 5 µM; recombinant caTPT1, FP RNA substrate dephosphorylation;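 active = inhibition above the mean of all tested compounds plus 3 SD, set per screening campaign, cut at about 24% in these data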;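 note: plate controls were DMSO alone for no effect and ferristatin control at 100 nM for full effect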
BCLXL inh = blocks human Bcl-xL binding to Bim BH3 peptide; inhibition, % at 10.9 µM; hit rate 0.7% among 320,000; GST-Bcl-xL / FITC-Bim BH3 peptide fluorescence polarization; Q07817; AID 2129;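 active = inhibition above the mean of all tested compounds plus 3 SD, cutoff set per campaign, cut at about 30% in these data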;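 note: 0% = DMSO wells and 100% = unlabeled Bim-BH3 peptide competitor; inhibitors lower millipolarization by displacing the labeled peptide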
Fam108B counter = counter-screen for RBBP9 inhibitors: inhibitors of mouse Fam108B; recombinant Fam108B, FP-Rh probe fluorescence polarization; inhibition, % at 9.51 µM; hit rate 0.33% among 300,000;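 active = inhibition above the screen mean inhibition plus 3 SD, computed separately per campaign, cut at about 18% in these data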;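 note: inhibitors lower polarization as less probe binds the enzyme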
PAD4 FP inh = inhibitors of human PAD4; Q9UM07; recombinant PAD4, RCA probe fluorescence polarization; inhibition, % at 6.36 µM; hit rate 0.41% among 330,000; AID 485272;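 active = percent inhibition above a cutoff equal to the mean of all tested compounds plus 3 SD, cut at about 15% in these data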;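 note: 0% = PAD4 with RCA probe and DMSO and 100% = probe without PAD4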
PME-1 inh = blocks human protein phosphatase methylesterase 1 | recombinant PME-1, FP-Rh probe fluorescence polarization | inhibition, % at 5.9 µM | hit rate 0.53% among 320,000 | AID 2130;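 active = inhibition above the campaign mean of all compounds plus 3 SD, cut at about 26% in these data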;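 note: competitive labeling of PME-1 active site by serine hydrolase directed probe; 0% = PME-1 with DMSO and 100% = wells lacking PME-1 enzyme; inhibitors block probe labeling so polarization falls and inhibition rises; many of its hits are not listed in these tables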
MCL1-BIM inh = MCL1-BIM-BH3 interaction inhibition (human); Q07820; GST-MCL1 / FITC-Bim-BH3 fluorescence polarization; inhibition, % at 10.9 µM; hit rate 0.68% among 320,000;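 active = inhibition above the mean inhibition of all tested compounds plus 3 SD, set per campaign, cut at about 40% in these data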;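 note: 0% = DMSO wells and 100% = unlabeled Bim-BH3 peptide control; higher means more loss of mP so more displacement of Bim peptide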
Target sequence (Q07820 whole entry, looked up): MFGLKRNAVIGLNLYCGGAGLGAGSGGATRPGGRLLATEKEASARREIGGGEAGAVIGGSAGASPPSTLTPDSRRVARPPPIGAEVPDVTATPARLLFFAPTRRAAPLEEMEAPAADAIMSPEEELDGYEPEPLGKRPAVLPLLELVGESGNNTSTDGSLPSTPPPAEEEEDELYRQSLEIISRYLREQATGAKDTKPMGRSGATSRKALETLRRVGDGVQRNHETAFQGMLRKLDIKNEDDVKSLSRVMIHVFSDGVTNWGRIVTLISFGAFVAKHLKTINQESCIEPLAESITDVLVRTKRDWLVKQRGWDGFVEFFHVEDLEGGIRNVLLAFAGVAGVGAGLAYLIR
GSTO1 counter = counter-screen for RBBP9 inhibitors: inhibitors of human GSTO1; recombinant GSTO1, activity-based probe fluorescence polarization; inhibition, % at 5.96 µM; hit rate 1.1% among 300,000; AID 1974;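 active = inhibition above the campaign mean inhibition plus 3 SD, cut at about 35% in these data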;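 note: 0% = GSTO1-1 with DMSO and 100% = wells lacking GSTO1-1 enzyme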
Target sequence (P78417 whole entry, looked up): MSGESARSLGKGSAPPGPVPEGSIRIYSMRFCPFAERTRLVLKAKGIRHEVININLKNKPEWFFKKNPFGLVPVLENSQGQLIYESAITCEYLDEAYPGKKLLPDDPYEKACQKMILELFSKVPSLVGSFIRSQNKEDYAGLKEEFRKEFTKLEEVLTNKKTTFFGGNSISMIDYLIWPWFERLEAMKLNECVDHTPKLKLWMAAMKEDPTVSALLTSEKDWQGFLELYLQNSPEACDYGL
An asterisk follows results filed as active; nt = not tested or not shown. A portion of the library; rates above refer to the full screens.

SMILES | MEX-5 binding | GLD-1 RNA inh | TPT1 inhibitor | BCLXL inh | Fam108B counter | PAD4 FP inh | PME-1 inh | MCL1-BIM inh | GSTO1 counter
CC1CCCCN1Cc1cnc(Cl)s1 (stereo not drawn) | -1.3 | -4 | 1 | -2 | -1 | -11 | 0 | 2 | 7
O=C(COC(=O)c1ccc2c(c1)S(=O)(=O)N=C1CCCCCN12)NCCc1ccc(F)cc1 | 1.5 | 2 | -5 | -8 | 3 | 0 | 1 | -1 | 13
Cc1cccc(C)c1NC(=O)CN1CCN(CCCC(c2ccc(F)cc2)c2ccc(F)cc2)CC1 | nt | 6 | -5 | 3 | 3 | 1 | 8 | 7 | 3
Cc1ccc2cc(CN(Cc3nnnn3C3CCCCC3)CC3CCCO3)c(=O)[nH]c2c1 (stereo not drawn) | -3.0 | 1 | 1 | 4 | -2 | 1 | -3 | 1 | -2
O=C(Cc1n[nH]c(=O)[nH]c1=O)N/N=C/CCc1ccccc1 | 2.5 | 8 | -2 | 3 | 1 | -4 | 6 | 4 | -6
CCCn1c2c(c(O)c(C(=O)Nc3ncccc3O)c1=O)CCCC2 | 1.1 | -3 | 0 | 5 | 1 | 1 | 1 | 15 | -4
CC(NC(N)=O)C(=O)Nc1ccc(Cl)c(S(=O)(=O)Nc2ccc(Cl)cc2)c1 (stereo not drawn) | -2.3 | -1 | -1 | 8 | 4 | 5 | 3 | 6 | 7
CC1CN(C(=O)c2ccc(OC3CCN(Cc4ccccn4)CC3)cc2)CCN1C (stereo not drawn) | -1.1 | 8 | -1 | 12 | -3 | -2 | -3 | 6 | 5
Cc1ccc(S(=O)(=O)N2CCC(C(=O)OCC(=O)N(CCC#N)c3ccc(F)cc3)CC2)cc1C | 0.6 | -4 | -1 | 0 | 5 | 1 | 26 | -4 | 0
CCN(CC)CCNc1c2c(c(C#N)c3nc4ccccc4n13)CCCC2 | -0.3 | -1 | 0 | 11 | 0 | 1 | 3 | 9 | 3
COc1ccc2[nH]c(=O)c(CN(CCc3ccccc3)C(C)=O)cc2c1 | -0.8 | 9 | -3 | -2 | -3 | -3 | 0 | 2 | 8
Cc1cccc(OCCC(=O)Nc2cc(S(=O)(=O)N3CCCCC3)ccc2N2CCOCC2)c1 | -2.1 | -6 | 0 | 11 | 11 | -3 | 3 | 10 | -5
Cc1cc(NC(=O)CSc2nc3ccccc3c(=O)n2-c2ccccc2)no1 | 1.2 | -10 | -6 | 1 | 0 | 2 | -1 | -1 | 5
Cc1ccccc1Nc1c(-c2ccncc2)nc2ccc(Br)cn12 | -0.5 | 7 | 2 | 7 | 3 | -1 | 15 | 4 | 2
CCOC(=O)c1cc(S(=O)(=O)N2CCCC2)cn1C | -0.3 | -2 | -3 | 0 | 1 | 2 | 4 | -5 | 7
COC(=O)c1ccc(Oc2coc3cc(OCc4cnn(-c5ccccc5)c4)ccc3c2=O)cc1 | -1.4 | -1 | 0 | 4 | 0 | -2 | 1 | 3 | 5
Cc1ccnc2c(N3C(=O)C4C5C=CC(C5)C4C3=O)cccc12 (stereo not drawn) | -0.6 | -4 | 3 | 2 | 3 | -8 | 0 | -7 | 6
CCOc1ccc(-c2c(C)sc3nc[nH]c(=O)c23)cc1 | 2.1 | 4 | 0 | 2 | 3 | 4 | 3 | 3 | -1
CCOC(=O)C1=C(N)OC2=C(C(=O)CC(C)(C)C2)C1c1ccoc1 (stereo not drawn) | 1.5 | 4 | -1 | 8 | 1 | 3 | -4 | 8 | 1
Cc1ccc(C(=O)Nc2cccc(C(=O)N3CCOCC3)c2)cc1Cl | -1.4 | 2 | -2 | 3 | -2 | -6 | -3 | 2 | -6
O=C(CSc1cccc[n+]1[O-])CSc1cccc[n+]1[O-] | 1.1 | -7 | 4 | -1 | 0 | -8 | -4 | 5 | 10
CCC(=O)N1CCN(c2ccc(Cl)cc2NC(=O)Cc2ccccc2)CC1 | nt | -1 | -2 | -1 | -2 | -2 | 2 | -1 | 0
C/C(CC(=O)Nc1cc(Cl)ccc1C)=N\NC(N)=O | 1.0 | 3 | 0 | 0 | -3 | -3 | 1 | 5 | 11
CCCCN(C(=O)c1ccc(N(C)S(=O)(=O)c2ccc(C)cc2)cc1)c1c(N)n(CCC)c(=O)[nH]c1=O | -0.4 | -5 | -1 | -9 | 4 | 2 | -7 | -4 | 0
Cc1ccc2c(c1)N(CC(=O)NCCCN1CC(C)CC(C)C1)C(=O)c1cccnc1O2 (stereo not drawn) | 0.8 | 5 | -1 | -5 | -2 | 2 | 1 | -1 | 0
N#Cc1ccsc1NC(=O)C1=COCCO1 | nt | -7 | nt | 21 | nt | 1 | 5 | 36 | nt
Cc1ccc(C(=O)NCC(=O)N2CCCCCC2)cc1 | -1.5 | -1 | 1 | 3 | 3 | -2 | -4 | 6 | 4
O=S(=O)(c1cc(Cl)ccc1Br)N1CCCCC1 | 0.3 | -5 | -1 | -4 | -1 | -4 | 4 | 3 | 3
COCCCN(Cc1ccco1)C(=O)Cn1ncc2c([nH]c3ccccc32)c1=O | -0.3 | 10 | 0 | 1 | 4 | 0 | 0 | 6 | 0
COCc1nnc(NC(=O)C2CC(=O)N(c3ccc(C)c(Cl)c3)C2)s1 (stereo not drawn) | -2.8 | -1 | 4 | -1 | -5 | 0 | -1 | 0 | 4
O=C(c1cc2cc([N+](=O)[O-])ccc2s1)N1CCOCC1 | -1.4 | 0 | 2 | 8 | 4 | -4 | 5 | 3 | 0
O=C(COc1cccnc1[N+](=O)[O-])NCc1ccco1 | -2.5 | 1 | -1 | 7 | 0 | 1 | 1 | 10 | 4
COc1c(C)cc(C(=O)C2CCCN(Cc3cccc4nccnc34)C2)cc1C (stereo not drawn) | 1.5 | 6 | 0 | 8 | 2 | 3 | 2 | 12 | 4
O=C(NC1CCCC1)C(c1c[nH]c2ccccc12)N(C(=O)Cn1nnc(-c2ccc(Cl)cc2)n1)c1ccccc1 (stereo not drawn) | -5.1 | -5 | -3 | 2 | -5 | -4 | -2 | 1 | -10
CC(C)C(O)C1CCN(Cc2nc(Cc3ccccc3Cl)no2)CC1 (stereo not drawn) | 4.2 | 4 | -2 | 2 | -5 | -5 | -4 | 1 | 7
Cc1cc(C)c(S(=O)(=O)Nc2ccncc2)cc1C | 2.1 | 1 | -2 | 2 | -1 | 5 | -1 | 13 | 3
CCN(CC)S(=O)(=O)c1ccc(S(=O)(=O)N2CCC(N3CCCCC3)CC2)cc1 | 1.3 | 1 | -4 | 5 | 2 | -5 | -4 | -1 | 1
Cc1ccc(OCCOc2ccc(S(=O)(=O)N3CCCC3)cc2C(N)=O)cc1 | nt | -2 | nt | 8 | nt | 4 | 7 | 4 | nt
C=C(C)C(=O)Nc1cccc(C(C)=O)c1 | 0.4 | -8 | -4 | 0 | 0 | 0 | 3 | 1 | -1
O=C1CSC(c2cccc(F)c2)N1c1ccccc1 (stereo not drawn) | -1.7 | 1 | 3 | -8 | 2 | -4 | 3 | -4 | 3
O=C(Nc1ccnn1C1CCN(Cc2c(F)cccc2Cl)CC1)C1CCCC1 | -0.5 | 2 | 0 | 5 | -2 | 0 | 3 | 1 | -2
O=C1CCCC2=C1C(c1cccs1)CC(=O)N2c1ccc(F)cc1 (stereo not drawn) | -0.2 | -8 | 5 | -2 | -2 | -3 | 1 | -6 | -11
COc1ccc(C(=O)NC(C)Cc2cnccn2)cc1OC1CCN(C(C)C)CC1 (stereo not drawn) | -4.9 | 4 | -1 | 7 | -2 | 1 | 10 | 7 | 3
COc1ccc(/C(C)=N\n2cnnc2)cc1 | 0.3 | 8 | 1 | 8 | -6 | -1 | -2 | 4 | 2
CCC(=NC)C1=C(O)CC(c2ccccc2)CC1=O (stereo not drawn) | 2.0 | -2 | 0 | -1 | -3 | 0 | 7 | 2 | 0
c1ccc(CSc2nnc(Cc3ccccn3)o2)cc1 | 0.7 | 2 | -2 | 1 | -1 | 1 | 0 | 1 | 2
CCC(=O)Nc1ccc(S(=O)(=O)c2ccc(NC(=O)CC)cc2)cc1 | 1.0 | 1 | 1 | -6 | -1 | 0 | 5 | -11 | -6
Cc1cc(Br)ccc1SCC(=O)OCC(=O)NC1CCCC1 | -1.7 | -9 | -1 | 3 | -1 | -1 | -5 | 14 | -2
COc1cccc(C=N[C@@H](CO)[C@@H](O)c2ccc([N+](=O)[O-])cc2)c1O | 3.9 | 2 | 0 | -2 | -2 | -4 | -4 | -5 | 6
N/C(=N/OC(=O)c1ccccc1Cl)c1ncc([N+](=O)[O-])s1 | -1.4 | -3 | 3 | 5 | -1 | 2 | 7 | 8 | 47*
O=C(Nc1nc2ccc(F)cc2s1)C1CC(=O)N(c2ccc3c(c2)OCCO3)C1 (stereo not drawn) | nt | -2 | nt | 2 | nt | -7 | 3 | 0 | nt
CC(/C=C/c1ccc2c(c1)OCO2)=N/NC(=O)c1cccnc1 | -6.4 | 0 | -3 | 2 | 0 | -4 | 2 | 0 | -1
CC(C)OCCCNC(=O)CN1C(=O)CSc2ccc(S(=O)(=O)N3CCCCC3)cc21 | -3.1 | -2 | 2 | -2 | -2 | -5 | -5 | 3 | -3
Cc1cc(OCC(=O)NC(C)C)cc(C)c1Cl | 1.6 | -1 | 3 | -5 | -8 | -2 | 6 | -11 | -4
COc1ccc(N2CC(C(=O)Nc3nnc(SCCC4OCCO4)s3)CC2=O)cc1 (stereo not drawn) | 2.4 | -2 | 2 | 5 | -2 | 3 | -4 | 6 | 12
CC(C)CCNC(=O)C1CC(c2cccc(F)c2)=NO1 (stereo not drawn) | -1.6 | 6 | -1 | 1 | 12 | -2 | -1 | 4 | 1

Four of the compounds above, field by field:
N/C(=N/OC(=O)c1ccccc1Cl)c1ncc([N+](=O)[O-])s1
- MEX-5 binding = -1.4
- GLD-1 RNA inh = -3
- TPT1 inhibitor = 3
- BCLXL inh = 5
- Fam108B counter = -1
- PAD4 FP inh = 2
- PME-1 inh = 7
- MCL1-BIM inh = 8
- GSTO1 counter = 47*

O=C(Nc1nc2ccc(F)cc2s1)C1CC(=O)N(c2ccc3c(c2)OCCO3)C1 (stereo not drawn)
- MEX-5 binding = nt
- GLD-1 RNA inh = -2
- TPT1 inhibitor = nt
- BCLXL inh = 2
- Fam108B counter = nt
- PAD4 FP inh = -7
- PME-1 inh = 3
- MCL1-BIM inh = 0
- GSTO1 counter = nt

CC(/C=C/c1ccc2c(c1)OCO2)=N/NC(=O)c1cccnc1
- MEX-5 binding = -6.4
- GLD-1 RNA inh = 0
- TPT1 inhibitor = -3
- BCLXL inh = 2
- Fam108B counter = 0
- PAD4 FP inh = -4
- PME-1 inh = 2
- MCL1-BIM inh = 0
- GSTO1 counter = -1

CC(C)OCCCNC(=O)CN1C(=O)CSc2ccc(S(=O)(=O)N3CCCCC3)cc21
- MEX-5 binding = -3.1
- GLD-1 RNA inh = -2
- TPT1 inhibitor = 2
- BCLXL inh = -2
- Fam108B counter = -2
- PAD4 FP inh = -5
- PME-1 inh = -5
- MCL1-BIM inh = 3
- GSTO1 counter = -3
